TNAP act hiacc – increases human TNAP activity under high phosphate acceptor concentration; P05186; purified TNAP, CDP-star luminescence, 1 M DEA, 30 min; active compounds read high; 0 = EDTA background, 1 = DMSO-only activity; activation factor at 20 µM; 200,000 tested, under 10 active; AID 1136;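 active = activation factor at least 2 at 20 µM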
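system = human TNAP | amount = enzyme diluted 1/800 final | reagent = 100 µM CDP-star substrate | signal = luminescent substrate turnover signal | dosing = one dose, 20 µM | benchmarks = EDTA negative control, DMSO positive control | measure = activation factor | timing = 30 min reaction, room temperature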
FLuc inh counter – Photinus pyralis luciferase inhibition counter-screen. P08659. ATPLite firefly luciferase biochemical luminescence, 10 min. inhibition, % at 10 µM. hit rate 1.5% among 200,000;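 active = inhibition above about 50% when tested at 10 µM, limit read from the data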
PMI act – phosphomannose isomerase (human) activation | purified human PMI, coupled resazurin fluorescence, 20 min; active compounds read high; 1 = vehicle control, 0 substrate-free wells | activation factor at 20 µM | hit rate 0.005% among 190,000 | AID 1214;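 active = activation factor of 2 or more at 20 µM, relative to plate controls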
Target sequence (P34949 whole entry, looked up): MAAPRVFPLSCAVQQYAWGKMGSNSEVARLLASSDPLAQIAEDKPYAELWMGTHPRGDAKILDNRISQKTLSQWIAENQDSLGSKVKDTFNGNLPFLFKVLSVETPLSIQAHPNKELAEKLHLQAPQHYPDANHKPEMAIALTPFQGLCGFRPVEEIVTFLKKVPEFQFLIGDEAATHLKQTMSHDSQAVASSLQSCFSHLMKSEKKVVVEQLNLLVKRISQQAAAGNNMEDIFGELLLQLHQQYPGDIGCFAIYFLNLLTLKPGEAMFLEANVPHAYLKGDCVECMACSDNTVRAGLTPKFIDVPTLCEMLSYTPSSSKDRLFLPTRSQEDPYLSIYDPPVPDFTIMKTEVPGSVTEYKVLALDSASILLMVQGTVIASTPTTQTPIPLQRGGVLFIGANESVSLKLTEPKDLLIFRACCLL
TNAP inh noacc – blocks human TNAP activity with no phosphate acceptor present | P05186 | purified TNAP, CDP-star luminescence, 30 min | inhibition, % at 20 µM | hit rate 0.26% among 200,000 | AID 1012;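 active = tissue-nonspecific alkaline phosphatase inhibition above about 50% at 20 µM in the single-dose screen, limit read from the data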;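 note: 0% = DMSO negative control and 100% = EDTA positive control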
PMI act hi M6P – activators of human phosphomannose isomerase at near-saturating mannose 6-phosphate | coupled PMI enzyme assay, resazurin fluorescence, 20 min; active compounds read high; 1 = untreated enzyme, 0 = substrate-free blank | P34949 | hit rate 0.34% among 190,000 | AID 1216 | activation factor at 20 µM;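 active = activation factor of 2 or more at 20 µM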
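Test system: human PMI in coupled enzyme assay; Input: PMI at 15 ng/mL final; Medium: HEPES buffer, pH 7.4; Schedule: 20 min incubation at room temperature; Technique: resorufin fluorescence at Ex 544/Em 590 nm; Compound: 20 µM single dose; Probe or stimulus: Near-saturating mannose-6-phosphate, 1.0 mM.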
FLuc act counter – firefly luciferase counter-screen for stimulation assays; 200,000 tested, under 10 active; AID 1027; activation factor at 10 µM; P08659; ATPlite luciferase biochemical, luminescence, 10 min; 0 = ATP-free wells, 1 = DMSO control;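 active = luciferase activation factor, scaled between plate controls, of at least 2 with compound at 10 µM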
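Assay system: Luciferase/luciferin reagent mix; Medium: PBS as buffer for the ATP substrate; Dosing: test compounds dosed from 2 mM stocks in 100% DMSO; Times: 10 min, room temperature; Signal: luminescence from luciferase reaction; Read-out: luciferase activation; Controls: No-ATP low control, compound-free enzyme-plus-ATP high control.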
NF-kB expr up – NF-kB expression increase, human neuronal cells; NF-kB reporter expression; active compounds read high; fold change at 12.5 µM; hit rate 1.6% among 190,000; AID 1239; in the data active = fold change above about 3.3
bIAP activator – intestinal alkaline phosphatase (bovine) activation. purified bovine IAP, CDP-star luminescence, 30 min; active compounds read high; fold of DMSO-control signal, blank-subtracted. activation factor at 20 µM. AID 1016. hit rate 0.17% among 200,000;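 active = activation factor of 2 or more at 20 µM, a signal rise over negative controls twice the positive control's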
APP 5'UTR act – activates APP 5'UTR luciferase reporter; hit rate 1% among 190,000; activation, % at 2 µM; SH-SY5Y APP 5'UTR luciferase reporter, luminescence; zero percent = DMSO vehicle wells;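 active = activation above a set limit, based on mean plus 3 SD of controls, cut at about 140% in these data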; note: values of inactives mirror those of a sister screen read the other way
TNAP inh hi DEA – blocks human TNAP under high phosphate acceptor concentration; P05186; purified TNAP, CDP-star luminescence, 1 M DEA; inhibition, % at 20 µM; hit rate 0.03% among 200,000; AID 1135;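 active = over 50% inhibition of tissue-nonspecific alkaline phosphatase at 20 µM in the single-dose screen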;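 note: plate controls were DMSO wells for no effect and EDTA-quenched wells as full inhibition for full effect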
* marks the source's active call; other numbers are inactive results; · = no result given.

Short forms: A = TNAP act hiacc; B = FLuc inh counter; C = PMI act; D = TNAP inh noacc; E = PMI act hi M6P; F = FLuc act counter; G = NF-kB expr up; H = bIAP activator; I = APP 5'UTR act; J = TNAP inh hi DEA
1. Cc1cc(C)nc(Nc2n[nH]c(-c3ccc(N)cc3)n2)n1
  A: 1; B: 37; C: 0.9; D: -119; E: 0.9; F: 0.6; G: 3.2; H: 1.4; I: ·; J: -5
2. Cc1ccc(-n2nc(-c3ccco3)cc2C(=O)NCc2cccnc2)cc1
  A: 1.1; B: -4; C: 0.8; D: -14; E: 1; F: 1; G: 0.91; H: 1; I: 6; J: -6
3. Cc1cccc2cc(/C=N/NC(=O)CN3CCOCC3)c(Cl)nc12
  A: 1; B: -10; C: 1; D: 4; E: 1.1; F: 1.1; G: 0.91; H: 1; I: -6; J: -5
4. CN1C=CC=C/C1=C1/SC(=S)N(Cc2ccccc2)C1=O
  A: 0.8; B: -2; C: 1; D: 13; E: 1; F: 1; G: 0.84; H: 1.1; I: 12; J: 19
5. O=C(N/N=C/c1cccs1)c1cccc(S(=O)(=O)Nc2ccc(Cl)cc2)c1
  A: 1; B: 1; C: 1; D: -5; E: 1; F: 1; G: 0.86; H: 1.2; I: -21; J: 0
6. Cc1cc(C)c(C(=O)COC(=O)Cn2cnnn2)cc1C
  A: 1.1; B: -7; C: 1.1; D: 8; E: 1.1; F: 1.1; G: 0.95; H: 1; I: 11; J: -6
7. O=C(CN1CCC(NC(=O)c2ccccc2F)CC1)Nc1ccc2c(c1)OCO2
  A: 1; B: -6; C: 1; D: -6; E: 1; F: 1.1; G: 1.1; H: 1; I: 21; J: -4
8. COc1cc(/C=N/N=C2/NC(=O)C(Cc3ccc(F)cc3)S2)ccc1O (stereo not given)
  A: 1.1; B: 44; C: 0.9; D: -17; E: 0.9; F: 0.6; G: 1.2; H: 0.9; I: 7; J: -7
9. CC(=O)Nc1c(O)nc(SCC(=O)Nc2nnc(SCc3ccccc3)s2)[nH]c1=O
  A: 1; B: 5; C: 1.1; D: 6; E: 0.9; F: 0.9; G: 1.1; H: 1.2; I: 2; J: -2
10. Cc1cccc(C)c1OCc1nnc(SCC(=O)NCCc2ccccc2)o1
  A: 1; B: -8; C: 1; D: -12; E: 1.1; F: 1.1; G: 1.2; H: 0.9; I: 13; J: -4
11. CCc1ccc(NC(=O)C/C(C)=N/NC(=O)OCc2ccc(OC)cc2)cc1
  A: 1; B: -6; C: 0.9; D: -13; E: 1; F: 1.1; G: 1; H: 1; I: -4; J: -4
12. CCc1cccc(CC)c1NC(=O)c1ccccc1CCc1ccccc1
  A: 1; B: 0; C: 1; D: -9; E: 1.1; F: 1; G: 1.1; H: 1; I: -3; J: -1
13. COc1ccc2c(CN3CCN(S(=O)(=O)c4cccs4)CC3)cc(=O)oc2c1
  A: 1; B: -14; C: 0.9; D: 7; E: 0.8; F: 1.1; G: 0.75; H: 0.9; I: 10; J: 0
14. Cc1cc(C=O)c(C)n1-c1ccc(NC2CCCCC2)c([N+](=O)[O-])c1
  A: 0.9; B: 2; C: 0.8; D: 8; E: 0.7; F: 1; G: 1.3; H: 0.9; I: 4; J: 7
15. O=C(CCNC(=O)c1ccccc1Cl)NC1=NCCS1
  A: 1.1; B: -6; C: 1.2; D: -13; E: 1.1; F: 1.1; G: 1.2; H: 1; I: -4; J: -6
16. CCOc1ccccc1N(CC(=O)Nc1c(C)n(C)n(-c2ccccc2)c1=O)S(=O)(=O)c1ccccc1
  A: 1; B: -1; C: 0.9; D: -13; E: 0.9; F: 1; G: 1.4; H: 1; I: -4; J: -3
17. COC(=O)CSc1nnc(C)n1-c1cccc(OC)c1
  A: 1; B: -12; C: 1; D: 2; E: 1; F: 1.1; G: 1; H: 1.1; I: 27; J: -4
18. Cc1cc(NC(=O)CSc2cn(CCNC(=O)c3ccccc3)c3ccccc23)no1
  A: 1.1; B: 1; C: 1; D: -29; E: 1; F: 1; G: 0.67; H: 1; I: -9; J: -7
19. CCC(NC(=S)Nc1ccccc1)C(=O)O (stereo not given)
  A: 1; B: -11; C: 1; D: -15; E: 1.1; F: 1.1; G: 0.97; H: 0.9; I: -1; J: -2
20. Cc1cc(C)c2cc(C#N)c(NCCOC(=O)c3ccccc3C)nc2c1
  A: 1; B: -2; C: 1; D: -5; E: 1.1; F: 1; G: 1; H: 1; I: 11; J: -2
21. CCOC(=O)N1CCC(NS(=O)(=O)c2ccc3c(c2)CCN3C(C)=O)CC1
  A: 1; B: -1; C: 1; D: -4; E: 1; F: 1; G: 0.84; H: 0.9; I: -17; J: -1
22. COC(=O)CN1C(=S)N(c2ccc(OC)cc2)C(=O)C1CC(=O)Nc1ccc(F)cc1 (stereo not given)
  A: 1; B: -6; C: 0.9; D: -11; E: 1; F: 1.1; G: 1.1; H: 1; I: -7; J: 2
23. Cc1ccc(NC(=O)C2CCCN2C(=O)Oc2ccccc2)cc1C (stereo not given)
  A: 1; B: -8; C: 1.1; D: -6; E: 1.1; F: 1.1; G: 1.1; H: 0.9; I: 6; J: 1
24. Cc1cccc(OCCCC(=O)Nc2ccc3c(c2)OCO3)c1
  A: 1.1; B: -4; C: 1; D: -19; E: 0.9; F: 1; G: 1.3; H: 0.8; I: 11; J: -10
25. O=c1oc2ccccc2c2nccnc12
  A: 1; B: -5; C: 0.9; D: -9; E: 0.8; F: 1.1; G: 1.1; H: 0.9; I: 3; J: 0
